# From PubChem
# RXFP1 agonist = agonists of human relaxin receptor RXFP1; HEK293T-RXFP1 cAMP TR-FRET, 30 min; response scale: percent of porcine relaxin response, buffer zero; Q9HBX9; actives 0.3% (n = 370,000); Potency, µM (highest dose often 57.5 µM), without a hit: at the top dose activation, most hits filed as activators; active = well fitted activation curve with a large enough effect; inconclusive = small, poorly fitted or top-dose-only effect; also: potency is read from the fitted curve at half-maximal effect; % is scaled to controls: 0 for no effect and ±100 for the full control effect; nearly all actives have a fitted effect of over 60% in size; many of its hits are not listed in these tables
#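 Agonist response is measured as cAMP accumulation in an RXFP1-transfected HEK293T line under PDE4 inhibition. Values are scaled between buffer-only and 29 nM porcine relaxin, and EC50s come from standard Hill equation fits.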
# D1 antag = antagonists of human D1 dopamine receptor; HEK293 TREx D1 cells, calcium flux, dopamine EC80; hits give low values; P21728; actives 3.2% (n = 360,000); activity change, negative = inhibition, % at 10 µM; in the data active = activity change below about -30%; also: % is scaled to controls: 0 for no effect and ±100 for the full control effect
# Target sequence (P21728 whole entry, looked up): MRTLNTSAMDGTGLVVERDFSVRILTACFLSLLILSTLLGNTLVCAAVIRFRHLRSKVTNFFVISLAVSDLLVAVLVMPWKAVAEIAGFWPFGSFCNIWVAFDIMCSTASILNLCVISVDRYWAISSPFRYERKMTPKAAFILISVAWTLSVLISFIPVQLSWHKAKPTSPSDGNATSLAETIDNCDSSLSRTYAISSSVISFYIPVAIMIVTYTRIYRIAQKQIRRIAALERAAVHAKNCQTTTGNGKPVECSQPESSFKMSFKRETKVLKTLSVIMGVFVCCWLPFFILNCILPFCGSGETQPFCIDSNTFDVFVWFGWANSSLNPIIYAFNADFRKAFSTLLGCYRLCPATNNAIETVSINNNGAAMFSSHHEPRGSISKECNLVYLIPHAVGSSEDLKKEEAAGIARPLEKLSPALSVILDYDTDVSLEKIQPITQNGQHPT
#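 Kinetic fluorescence of a calcium dye serves as the read-out. D1-expressing Hek293 Trex cells, induced overnight at 30 C, are exposed to compound for 180 s before an EC80 dopamine addition, then read 180 s further.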
# D1 ag = human D1 receptor agonism. P21728. HEK293 T-REx D1 cells, calcium flux, agonist mode. activation, % at 2 µM. actives 1% (n = 360,000); in the data active = activation above about 30%; also: 0% is about no effect
#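 Agonism was scored from calcium flux recorded over 180 s (1 read/s) after pintool compound addition, following a 10-cycle baseline. Cells were inducible force-coupled HEK293 TREx D1, plated overnight at 30 C and loaded with no-wash calcium dye.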
# TRHR enhancer = allosteric enhancers of human TRH receptor. AID 493056. TRHR cells, fluo-8 calcium fluorescence, EC20 TRH enhancement. enhancement, % at 2 µM. actives 0.66% (n = 360,000). P34981; in the data active = enhancement above about 30%; also: 0% is about no effect
# Target sequence (P34981 whole entry, looked up): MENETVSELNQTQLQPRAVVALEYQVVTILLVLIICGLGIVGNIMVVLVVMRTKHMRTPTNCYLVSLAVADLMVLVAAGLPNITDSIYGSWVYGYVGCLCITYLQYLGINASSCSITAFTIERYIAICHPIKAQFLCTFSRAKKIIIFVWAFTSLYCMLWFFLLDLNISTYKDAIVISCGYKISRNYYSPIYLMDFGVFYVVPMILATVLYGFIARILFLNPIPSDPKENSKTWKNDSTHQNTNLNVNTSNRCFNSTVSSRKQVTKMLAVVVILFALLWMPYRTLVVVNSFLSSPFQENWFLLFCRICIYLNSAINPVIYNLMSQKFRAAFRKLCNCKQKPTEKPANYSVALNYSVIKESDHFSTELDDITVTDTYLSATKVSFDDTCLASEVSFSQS
#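 TRHR-expressing cells loaded with fluo-8 calcium dye were read kinetically (ex 480/em 530) during compound addition, then stimulated with an EC20 of TRH (10 nM final). Enhancement of the Gq-mediated intracellular calcium response was scored.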
# RXFP1 antagonist = blocks the human relaxin receptor RXFP1; HEK293-RXFP1, relaxin-stimulated cAMP HTRF, 30 min; hits give low values; activity change, negative = inhibition, % at 57.5 µM; actives 0.59% (n = 350,000); AID 1259400;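 active = activity change of -60% or lower, but not beyond a set lower limit; inconclusive = change between -60% and -40%, or beyond the set limit; inactive = change above -40%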; also: % is scaled to controls: 0 for no effect and ±100 for the full control effect
# D2 PAM = D2 dopamine receptor (human) potentiation | P14416 | HEK293 T-REx D2, calcium flux, EC20 dopamine potentiation | potentiation, % at 10 µM | actives 0.34% (n = 340,000) | AID 485347;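 active = potentiation over 3 SD above the plate norm, cut at about 30% in these data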; also: 0% is about no effect
#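 Potentiation of an EC20 dopamine calcium response is measured in a force-coupled, tetracycline-inducible Hek293 Trex D2 line. Compound-only kinetic reads over 180 s flag agonists before dopamine addition.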
# D2 agonist = agonists of human D2 dopamine receptor | activation, % at 2 µM | actives 0.53% (n = 340,000) | P14416 | AID 485358 | HEK293 T-REx D2 cells, calcium flux agonist mode;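 active = activation over 3 SD above normal in the single-dose calcium agonist read, cut at about 30% in these data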; also: 0% is about no effect
#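 Calcium-flux readout, 1 cycle/sec over 180 s following compound pin transfer, in inducible HEK293 Trex D2 cells (force-coupled); dopamine controls included. Positive calcium responses during this window marked compounds as potential agonists.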
# D2 antagonist = antagonizes the human D2 dopamine receptor; P14416; HEK293 TREx D2 cells, calcium flux, dopamine EC80; inhibition, % at 10 µM; actives 2% (n = 340,000); in the data active = inhibition above about 30%; also: 0% is about no effect
#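 Cells plated overnight at 30 C with tetracycline; no-wash calcium dye, 30–90 min RT; 10 s baseline; compound pinned; 180 s read; EC80 dopamine added; another 180 s read.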
# D1 potentiator = potentiators of human D1 dopamine receptor | P21728 | HEK293 TREx D1 cells, calcium flux, dopamine EC20 potentiation | potentiation, % at 10 µM | actives 0.036% (n = 360,000); in the data active = potentiation above about 30%; also: 0% is about no effect
# * = called active by the depositor; ? = inconclusive; / = no result given; & = joins results of further samples. Only part of the results is shown, so the mix of outcomes need not match the whole.
Molecule	D2 antagonist	TRHR enhancer	D1 potentiator	D2 agonist	RXFP1 agonist	D2 PAM	D1 antag	D1 ag	RXFP1 antagonist
C/C=C/c1ccc(OCC(=O)N(C)CC(=O)Nc2ccc(F)cc2)c(OC)c1	7	8	-5	0.1	0.2%	-3	13	2	1
COC(=O)COc1ccc(C2C(C(=O)OC)=C(C)NC3=C2C(=O)c2ccccc23)cc1OC (stereo not given)	/	3	2	-0.1	3.0%	-12	-1	-2	1
CCOc1cc(/C=C\c2[nH]c(=O)[nH]c(=O)c2[N+](=O)[O-])ccc1OC(C)CC (stereo not given)	-11	-1	0	-0.1	1.3%	7	3	4	-8
Cc1cc2ncn(CCC(=O)NC(C)(C)C)c2cc1C	10	-3	1	-0.2	0.3%	6	-9	9	-8
O=C(CCNC(=O)c1ccco1)NCc1ccccc1	10	1	0	-0.3	-0.8%	-2	-12	2	-4
CCN(C(=O)CSc1nccn1C)c1cccc2ccccc12	/	2	-9	/	-0.2%	8	-1	2	3
CCCCCC(=O)Nc1ccc2oc(-c3cncc(Br)c3)nc2c1	-16	-1	2	0.6	2.2%	11	-9	2	-13
COc1cc(/C=C2\SC(c3ccc(C)cc3)=NC2=O)cc(OC)c1OC	4	7	-4	0.7	18%	-4	10	7	28
CCn1c(SCC(=O)N/N=C/c2ccc(O)c(OC)c2)nc2ccccc21	-4	-5	-1	-0.7	-0.4%	9	-7	1	2
Cc1ccc(/C=N/n2c(C)n[nH]c2=S)o1	-4	-2	-2	0.8	1.8%	12	7	1	-9
CN(C(=O)c1ccncc1)c1ccccc1	-3	1	1	-0.5	-3.6%	-9	-7	1	7
COc1ccc(/C=C/C(=O)Nc2cccc(N3CCOCC3)c2)cc1OC	17	-2	-3	-0.2	1.2%	-3	2	2	/
O=C(COC(=O)C1CCCCC1)Nc1ccccc1OC(F)F	4	-4	2	2.0	0.3%	-4	0	1	4
CC(C)CN(C(=O)COC(=O)CCc1nc2ccccc2s1)c1c(N)n(Cc2ccccc2)c(=O)[nH]c1=O	-16	13	1	-0.7	-0.6%	-9	1	10	2
COc1cc(C(=O)NCC(=O)n2nc(C)cc2C)cc(OC)c1OC	14	-3	-3	0.9	2.2%	3	-3	2	-8
CO/N=C/c1ccc(Oc2ccc(C)cc2)nc1	-13	-2	3	-0.3	0.6%	15	4	4	-18
COC(=O)c1sc2ccccc2c1-n1cccc1C(=O)C(=O)Nc1ccc(F)cc1	-19	1	6	-1.6	5.5%	-20	94	20	-8
COc1cc(S(=O)(=O)N(C)C)ccc1Br	19	1	5	0.1	2.1%	-19	29	-2	8
COc1ccc(CNC(=S)N/N=C(\C)c2ccc(OC)cc2)cc1	-11	3	0	3.7	0.5%	3	-5	3	-6
O=C(Cc1ccccc1)Nc1sc2c(c1C(=O)Nc1ccc(Cl)cc1)CCOC2	/	4	0	/	/	/	-1	1	/
CCOC(=O)N1CCN(C(=O)c2nn(-c3ccc(C)cc3)c(=O)c3c2c2ccccc2n3C)CC1	-1	-3	-1	0.3	?	-8	2	4	6
CCOc1ccccc1C1NC(=O)NC(C)=C1C(=O)OCc1ccccc1 (stereo not given)	-9	2	3	0.0	-0.9%	1	13	3	-3
Cc1cc2ccccc2n2c(SCC(=O)N3CCOCC3)nnc12	/	5	1	/	-0.2%	-13	-12	1	-19
COc1ccc(C2C=C(c3ccc(Cl)c(Cl)c3)Nc3ncnn32)cc1 (stereo not given)	/	4	-3	12	4.2%	-23	5	48*	-19
Cc1csc(CNc2ncnc3ccc(-c4ccc5c(c4)OCCO5)cc23)c1	-14	23&4	13&3	-0.1	1.9%&0.5%	2	20	0&-2	/
OCC1(CCc2ccccc2)CCN(Cc2cccn2-c2cccnc2)CC1	-13	0	-3	1.4	2.2%	-18	-7	5	-12
O=[N+]([O-])c1cccc(-c2csc(N/N=C/c3cccc(O)c3)n2)c1	-8	-1	-12	-0.1	-0.3%	-2	-43*	2	-67*
Cc1cc(Cl)cc(Cl)c1OCCOCCN(C)C	-10	3	-5	-0.7	1.3%	-15	-5	4	-14
O=c1cc(-c2ccccc2)n2c(SCc3ccc(F)cc3)nnc2[nH]1	/	-4	-1	0.0	6.6%	-3	/	-4	-6
Cc1onc(-c2ccccc2)c1C(=O)c1c[nH]c(C(=O)NCc2ccncc2)c1	-10	1	-4	-1.4	4.1%	14	-89*	-1	-36
O=C(/C=C/c1ccco1)Nc1nc(-c2ccccn2)cs1	5	-8	1	0.2	-0.6%	6	-15	3	-16
CCN(CC)Cc1c(C(=O)OC(C)C)nnn1-c1nonc1N	4	-1	-3	-0.3	0.2%	-7	-21	1	-13
COCCNC(=O)C(=O)N/N=C/c1ccc(C(=O)OC)cc1	-4	-8	-1	0.2	-1.1%	-3	-2	3	-11
COc1ccccc1NS(=O)(=O)c1cc(NC(=O)CCNC(C)=O)ccc1C	-2	-6	-7	0.1	0.3%	-4	20	-2	-8
Cc1nc(C)c(C(=O)N(c2ccccc2F)C(C(=O)NCC2CCCO2)c2ccccc2)s1 (stereo not given)	14	-10	-3	13	4.8%	-9	4	-2	-21
O=C(Nc1ccc(S(=O)(=O)Nc2ncccn2)cc1)C12CC3CC(CC(C3)C1)C2	/	7	0	/	-2.5%	/	7	2	-13
Cc1ccc(C(=O)NCC(=O)NCc2cc(=O)n(C)c(=O)n2C)cc1C	0	-6	-2	1.3	-1.9%	8	1	3	-13
COc1cc(NC(=S)N2CCN(S(=O)(=O)c3ccc(F)cc3)CC2)cc(OC)c1	-5	-8	-1	0.2	-0.3%	1	-10	-1	-6
COc1ccc(N(C)C(=O)Cc2c(C(=O)O)n(C)c3ccccc23)c(OC)c1	-3	-1	-2	-1.0	-0.1%	7	1	2	-8
O=C1CCCC(O)=C1C1NCCc2ccccc21 (stereo not given)	0	2	1	-0.6	0.2%	0	-10	1	0
NC(=O)c1ccccc1NC(=O)CS(=O)(=O)Cc1ccccc1	/	11	-2	/	-1.8%	6	11	0	-10
COc1cc(NS(=O)(=O)c2c(C)[nH]c(C)c2C(=O)N2CCCCC2)cc(OC)c1OC	3	-7	-5	-0.6	-1.0%	24	6	0	25
CCc1nn(CC(=O)NCCc2ccc(OC)cc2OC)c(=O)c2cc3c(OC)cccc3n12	/	-5	-7	0.0	0.7%	-3	-21	-1	-2
O=C(NCCO)c1ccc2[nH]c3ccccc3c2c1	-8	7	-7	0.9	-0.1%	10	3	1	-1
CC1CN(Cc2csc(-c3ccc(Cl)cc3)n2)CC(C)O1 (stereo not given)	37*	-2	-2	-1.8	-2.0%	-23	-11	4	-12
COCc1cc(C)n(CC(=O)Nc2ccc(NC(C)=O)cc2)c(=O)c1C#N	/	-15	-5	0.9	1.3%	-9	-2	-1	5
COc1cc(OC)c2c(c1C(CCN1CCOCC1)c1ccc(N(C)C)cc1)OC(=O)CC2c1ccc(N(C)C)cc1 (stereo not given)	-5	15	-9	-1.6	0.0%	-13	-11	0	/
CCOc1ccc(-c2csc(Cn3c(CN4CCN(C)CC4)nc4ccccc4c3=O)n2)cc1	22	2	5	1.2	0.0%	-4	-12	3	-29
Cc1cc(C(C#N)c2ccccc2)n2ncnc2n1 (stereo not given)	/	-2	-5	/	-0.7%	/	7	5	9
COC(=O)c1c(-c2ccc(Cl)cc2)noc1N1CCN(c2cccc(C(F)(F)F)c2)CC1	/	-1	0	0.4	3.2%	12	-5	4	-4

# 13 entries from above, arranged by number of heavy atoms, falling:
Molecule	D2 antagonist	TRHR enhancer	D1 potentiator	D2 agonist	RXFP1 agonist	D2 PAM	D1 antag	D1 ag	RXFP1 antagonist
COc1cc(OC)c2c(c1C(CCN1CCOCC1)c1ccc(N(C)C)cc1)OC(=O)CC2c1ccc(N(C)C)cc1 (stereo not given)	-5	15	-9	-1.6	0.0%	-13	-11	0	/
CCOc1ccc(-c2csc(Cn3c(CN4CCN(C)CC4)nc4ccccc4c3=O)n2)cc1	22	2	5	1.2	0.0%	-4	-12	3	-29
Cc1nc(C)c(C(=O)N(c2ccccc2F)C(C(=O)NCC2CCCO2)c2ccccc2)s1 (stereo not given)	14	-10	-3	13	4.8%	-9	4	-2	-21
COC(=O)c1c(-c2ccc(Cl)cc2)noc1N1CCN(c2cccc(C(F)(F)F)c2)CC1	/	-1	0	0.4	3.2%	12	-5	4	-4
COc1cc(NS(=O)(=O)c2c(C)[nH]c(C)c2C(=O)N2CCCCC2)cc(OC)c1OC	3	-7	-5	-0.6	-1.0%	24	6	0	25
COc1cc(NC(=S)N2CCN(S(=O)(=O)c3ccc(F)cc3)CC2)cc(OC)c1	-5	-8	-1	0.2	-0.3%	1	-10	-1	-6
COc1ccc(N(C)C(=O)Cc2c(C(=O)O)n(C)c3ccccc23)c(OC)c1	-3	-1	-2	-1.0	-0.1%	7	1	2	-8
COCc1cc(C)n(CC(=O)Nc2ccc(NC(C)=O)cc2)c(=O)c1C#N	/	-15	-5	0.9	1.3%	-9	-2	-1	5
Cc1ccc(C(=O)NCC(=O)NCc2cc(=O)n(C)c(=O)n2C)cc1C	0	-6	-2	1.3	-1.9%	8	1	3	-13
NC(=O)c1ccccc1NC(=O)CS(=O)(=O)Cc1ccccc1	/	11	-2	/	-1.8%	6	11	0	-10
CC1CN(Cc2csc(-c3ccc(Cl)cc3)n2)CC(C)O1 (stereo not given)	37*	-2	-2	-1.8	-2.0%	-23	-11	4	-12
O=C(NCCO)c1ccc2[nH]c3ccccc3c2c1	-8	7	-7	0.9	-0.1%	10	3	1	-1
O=C1CCCC(O)=C1C1NCCc2ccccc21 (stereo not given)	0	2	1	-0.6	0.2%	0	-10	1	0

# Next section.
Molecule	D2 antagonist	TRHR enhancer	D1 potentiator	D2 agonist	RXFP1 agonist	D2 PAM	D1 antag	D1 ag	RXFP1 antagonist
C=CCNC(=O)c1ccc(C2SCC(=O)N2Cc2ccco2)cc1 (stereo not given)	-10	5	3	-0.3	3.7%	-6	11	4	-12
c1ccc(NCn2cncn2)nc1	-5	-4	-1	-1.1	1.5%	-2	5	4	-6
Cc1nc2ccc(NS(=O)(=O)c3c(F)cc(F)cc3Br)cc2s1	8	-3	8	0.9	0.3%	16	-17	14	1
COc1ccc(C(=O)[C@H]2[C@H]3C(=O)N(c4ccccc4)C(=O)[C@H]3C3C=CC=NN32)cc1 (stereo not given in full)	43*	8	2	-0.1	-1.7%	-4	11	1	7
C=CCNC(=O)c1ccc(C(=O)c2ccccc2)cc1	-12	-4	-4	0.2	-0.6%	-13	2	1	10

# Single values from above:
# `COc1cc(NC(=S)N2CCN(S(=O)(=O)c3ccc(F)cc3)CC2)cc(OC)c1` in D2 PAM is listed with 1
# `CCN(CC)Cc1c(C(=O)OC(C)C)nnn1-c1nonc1N` in RXFP1 agonist is listed with 0.2%
